# Screens deposited in PubChem BioAssay by several laboratories.
# Redox H2O2 prof: compounds producing H2O2 with reducing agent – biochemical, NIH compound library profiling, artefact control for MLSCN library redox annotation, primary screen; AID 878, 2007; DTT-dependent redox cycling H2O2, phenol red/HRP absorbance; 100% = 100 µM peroxide control, 0% = buffer; 200,000 tested, 0.03% active; activation, % at 10 µM;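 active means activation of at least 50% relative to the plate's high and low controls in the primary single-dose screen; inactive means activation below 50%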;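 further: compound incubated with DTT at 0.8 mM final as the reducing agent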
# ROMK mod: ROMK potassium channel modulators, primary screen, cell-based, thallium flux, MLSMR library | AID 1918, 2009 | 130,000 tested, 2% active | Tet-inducible ROMK, thallium flux fluorescence; actives lie on both sides | ATP-sensitive inward rectifier potassium channel 1 (Homo sapiens), P48048 | B-score at 10 µM;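 active means signal ratio slope over the read window, or its plate-corrected B-score, at least 3 SD from the plate mean, either direction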;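 further: B-score of the F/F0 ratio slope over 7 to 12 s after thallium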
# Target sequence (P48048 whole entry, looked up): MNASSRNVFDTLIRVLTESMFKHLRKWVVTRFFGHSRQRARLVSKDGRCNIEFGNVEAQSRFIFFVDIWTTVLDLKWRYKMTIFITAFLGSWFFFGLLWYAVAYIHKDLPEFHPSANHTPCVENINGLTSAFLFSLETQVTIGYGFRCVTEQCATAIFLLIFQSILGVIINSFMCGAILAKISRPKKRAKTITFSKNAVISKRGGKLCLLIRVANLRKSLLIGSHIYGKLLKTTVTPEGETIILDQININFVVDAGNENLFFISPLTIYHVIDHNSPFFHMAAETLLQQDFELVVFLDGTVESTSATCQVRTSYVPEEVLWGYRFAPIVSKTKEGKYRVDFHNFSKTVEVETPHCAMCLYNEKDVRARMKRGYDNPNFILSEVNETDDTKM
# PPARg SRC1 recr: PPARgamma agonists recruiting SRC-1 coactivator, primary screen, biochemical; activation, % at 8 µM; 200,000 tested, 0.41% active; PPARgamma-SRC-1 coactivator recruitment biochemical assay; in the data active means activation above about 19%;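 further: 0% = DMSO and 100% = reference agonist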
# Target sequence (P37231 whole entry, looked up): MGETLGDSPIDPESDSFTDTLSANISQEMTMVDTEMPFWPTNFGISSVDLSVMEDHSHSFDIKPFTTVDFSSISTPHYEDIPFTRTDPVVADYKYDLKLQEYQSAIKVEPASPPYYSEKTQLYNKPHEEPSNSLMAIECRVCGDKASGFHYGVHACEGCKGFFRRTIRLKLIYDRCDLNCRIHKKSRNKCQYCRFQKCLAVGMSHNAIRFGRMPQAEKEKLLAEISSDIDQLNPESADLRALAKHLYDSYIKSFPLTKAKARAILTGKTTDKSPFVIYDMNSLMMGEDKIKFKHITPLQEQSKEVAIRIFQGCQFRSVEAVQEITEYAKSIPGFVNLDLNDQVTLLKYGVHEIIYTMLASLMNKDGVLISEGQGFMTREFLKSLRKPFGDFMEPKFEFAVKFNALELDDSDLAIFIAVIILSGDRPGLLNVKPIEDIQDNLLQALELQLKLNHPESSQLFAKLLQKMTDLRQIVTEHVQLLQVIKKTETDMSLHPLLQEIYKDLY
# PPARg SRC2 recr: agonists of PPARg-SRC-2 recruitment, primary screen, biochemical, HTS; activation, % at 8 µM; PPARgamma LBD-SRC-2 recruitment; 200,000 tested, 0.34% active; in the data active means activation above about 22%;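 further: 0% = vehicle and 100% = reference agonist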
# Lmaj promast: Leishmania major promastigote growth inhibition, primary screen | Leishmania major promastigotes, resazurin fluorescence viability | inhibition, % at 10 µM | 200,000 tested, 9% active; in the data active means inhibition above about 50%;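 further: promastigotes grown with compound for 44 hours at 28 °C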
# S1P3 antagonist: S1P3 receptor antagonists, primary screen, cell-based; Sphingosine 1-phosphate receptor 3 (Homo sapiens), Q99500; 170,000 tested, 0.27% active; inhibition, % at 4.98 µM; CHO S1P3 NFAT-BLA reporter, FRET fluorescence, antagonist mode; AID 485, 2006;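 active means inhibition above the plate cutoff, the mean inhibition of test wells on that plate plus 3 SD, cut at about 28% in these data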;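 further: cells challenged with S1P at its EC80 of 0.8 µM; blue over green emission ratio from cleaved BLA substrate after 4 h stimulation; 0% = S1P-stimulated wells and 100% = unstimulated DMSO-only wells; some compounds past the cut are filed as inactive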
# TLR4 MyD88 comp: inhibitors of TLR4-MyD88 association in cells, primary screen, cell-based, HeLa CL3-4, BLA complementation, FRET ratio. Toll-like receptor 4 (Homo sapiens) + Myeloid differentiation primary response protein …. HeLa CL3-4 TLR4/MyD88 BLA complementation. inhibition, % at 8.4 µM. 200,000 tested, 0.18% active; in the data active means inhibition above about 25%;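 further: 0% = vehicle and 100% = reference inhibitor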
# PPARg SRC3 recr: PPARgamma agonists recruiting SRC-3 coactivator, primary screen, biochemical | Peroxisome proliferator-activated receptor gamma (Homo sapiens), P37231 | biochemical PPARgamma/SRC-3 coactivator recruitment assay | activation, % at 8 µM | 200,000 tested, 0.26% active | AID 731, 2007; in the data active means activation above about 23%;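 further: 0% = DMSO and 100% = reference agonist; some compounds past the cut are filed as inactive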
# bIAP act: bovine intestinal alkaline phosphatase activators, primary screen, biochemical, bovine IAP, CDP-star luminescence. purified bovine IAP, 30 min; hits give high values; fold of DMSO-control signal, blank-subtracted. activation factor at 20 µM. 200,000 tested, 0.17% active;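 active means activation factor of 2 or more at 20 µM, a signal rise over negative controls twice the positive control's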
# TR-FRET SRC-2 ct: TR-FRET signal artefacts, primary screen, artefact control for PPARgamma SRC-2 agonist project, biochemical. TR-FRET artefact counter-screen; hits give high values. TR-FRET ratio at 8 µM. 200,000 tested, 0.4% active. AID 1049, 2008; in the data active means TR-FRET ratio above about 2000; further: inactives centre near 1500
# bIAP inhibitor: bovine intestinal alkaline phosphatase inhibitors, primary screen, selectivity assay for TNAP inhibitor project, biochemical, bovine IAP, CDP-star luminescence; alkaline phosphatase, intestinal [Bos taurus]; purified bovine IAP, 30 min; inhibition, % at 20 µM; 190,000 tested, under 10 active; AID 1019, 2008;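 active means over 50% inhibition of intestinal alkaline phosphatase at 20 µM in the single-dose screen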
#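 System: Purified bovine intestinal alkaline phosphatase (IAP) enzyme | Input: IAP diluted 1/65,000,000 in the well | Also added: CDP-star chemiluminescent phosphatase substrate, 30 µM final | Dosing: 20 µM single dose | Times: Enzyme reaction for 30 min at room temperature | Detection: Luminescence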
# * marks the source's active call; other numbers are inactive results; . = not tested or not shown; & = joins results of further samples.
# Values in the order: Redox H2O2 prof	ROMK mod	PPARg SRC1 recr	PPARg SRC2 recr	Lmaj promast	S1P3 antagonist	TLR4 MyD88 comp	PPARg SRC3 recr	bIAP act	TR-FRET SRC-2 ct	bIAP inhibitor
Cc1cccc(NC(=O)c2ccc(C3SCC(=O)N3CCc3ccccc3)cc2)c1C (stereo not drawn)
  3.1	-2.6	3	7	17	.	-9	-2	0.9	1628	7
O=C(c1ccc(OC2CCN(CCc3ccccc3)CC2)cc1)N1CCCC(CO)C1 (stereo not drawn)
  -1.0	0.71	9	1	-1	-12	-13	-1	1.1	1291	-13
O=[N+]([O-])c1cc(/C=N/N/C(=N/c2ccccn2)c2ccccn2)ccc1O
  -1.9	-0.56	-6	2	52*	1	-6	-1	1.1	1320	-9
COCCCNC(=S)NCCNc1nc2cc(C)cc(C)c2cc1C#N
  0.3	-0.19	0	-2	4	8	3	1	1	1626	4
Cn1cnnc1SCC(=O)NCc1ccccc1
  -1.0	-0.19	8	9	-5	-23	9	-2	1	1755	-5
O=C(Cc1ccccc1)NC(=S)Nc1ccc2oc(-c3ccccc3F)nc2c1
  -4.1	.	4	3	-2	.	-23	13	1	1725	1
Cc1ccc(S(=O)(=O)Cn2nnnc2C(C)N2CCN(C(=O)c3ccco3)CC2)cc1 (stereo not drawn)
  0.1	.	6	1	-5	-8	-7	4	1.1	1775	-12
CCCCCOC(=O)Nc1nnc(CCCCC)s1
  -3.1	.	2	1	-4	.	9	-2	0.7	1491	25
NC(=O)C(CC(=O)O)NC(=O)[C@@H]1CCOc2c(I)cc([N+](=O)[O-])cc2C(=O)N[C@@H](CO)C(=O)N[C@@H](Cc2ccc(O)cc2)C(=O)N1 (stereo partly drawn)
  0.4	0.8	11	3	-7	-14	2	1	1.1	1362	-7
O=C(NCc1ccccc1)C(c1ccco1)N(C(=O)c1cnccn1)c1ccc(F)cc1 (stereo not drawn)
  2.4	.	7	4	-3	.	17	-1	1.1	1469	-6
COCc1nnc(NC(=O)CC(C)C)s1
  1.7	0.93	-2	4	-3	.	-14	10	0.9	1720	12
COc1ccc(C2=NOC(C(=O)Nc3cc(C)on3)C2)cc1 (stereo not drawn)
  -3.4	.	10	8	-5	.	5	1	0.9	1630	12
Cc1nc(C)c(CC(=O)N/N=C/c2ccc(O)cc2)c(=O)[nH]1
  -0.2	0.57	0	12	23	-4	-4	4	1.1	1747	-11
CC(=O)Oc1c(C)cc(O)c2ccccc12
  0.4	0.083	9	4	82*	7	5	14	0.9	1664	12
CCOC(=O)c1ccc(NC(=O)C2=C(C)Nc3nc(CCCO)nn3C2c2ccc(OC)cc2)cc1 (stereo not drawn)
  0.9	0.82&-0.043	-4	-11	-3	-33	-15	-12	.	1506	.
Cc1ccc(Cn2nnc3c(=O)[nH]c(C4CCN(C(=O)Cc5cccs5)CC4)nc32)cc1
  -0.4	1.5	3	1	-4	-24	-4	-3	1	1709	0
COC(=O)C(NC(=O)c1ccco1)(Nc1ccc(Br)cn1)C(F)(F)F (stereo not drawn)
  -0.4	0.79	4	-1	12	.	-3	-4	1	1447	0
COc1cccc2[nH]c3c(N4CC(C)CC(C)C4)ncnc3c12 (stereo not drawn)
  1.3	.	2	3	100*	.	-5	7	1	1370	1
COc1cccc(CC(NC(C)=O)C(=O)NC2CCN(c3c4c(nc5ncnn35)CCC4)CC2)c1OC (stereo not drawn)
  -0.3	0.73	-6	10	-3	3	11	-1	1.2	1408	-20
Cc1ccccc1CSc1nc2n(n1)C(c1cccs1)C1=C(CCCC1=O)N2 (stereo not drawn)
  0.4	0.52	-2	0	58*	.	-3	3	1.2	1610	-24
O=C(CCCCCN1C(=O)c2ccccc2C1=O)Nc1ccc(F)cc1
  1.4	-1.1	4	2	-1	.	-6	2	1	1478	-2
N#C/C(=C/c1cn(-c2ccccc2)nc1-c1cccc(S(=O)(=O)N2CCOCC2)c1)C(=O)NCc1ccco1
  1.4	0.22	4	-1	-2	-8	-4	2	0.6	1499	43
O=C(c1ccc([N+](=O)[O-])cc1)N(c1ccccn1)c1ccccn1
  -0.8	0.17	1	8	-2	-12	-3	2	1.1	1795	-13
CCS(=O)(=O)C1=NN2C(=N)/C(=C\c3ccc(SCc4ccco4)o3)C(=O)N=C2S1
  -0.1	-2.9	-6	-6	-3	7	3	6	0.9	1639	14
COc1cc(C2/C(=C(/O)c3ccc(F)cc3)C(=O)C(=O)N2CCCC(=O)O)ccc1O (stereo not drawn)
  -5.5	-0.0012	2	6	-2	-10	-6	9	1.1	1651	-8
CCC(=O)Nc1cccc(-c2nc3ccccc3o2)c1
  -0.3	.	1	-4	9	12	-15	-4	0.9	1298	8
COC(=O)CSCC(=O)Nc1cc2c(cc1C(C)=O)OCO2
  -0.7	0.15	5	7	-2	.	-2	8	0.9	1683	5
O=C(Nc1ccccc1)Nc1ccc(Cl)c(S(=O)(=O)N2CCOCC2)c1
  -1.9	-0.093	2	6	18	6	-4	8	1	1599	2
CC(C)N(Cc1nc(-c2ccccc2)no1)C(=O)c1ccc(Cl)cc1
  -0.1	.	3	16	24	8	-4	3	1	1693	0
Cc1cc(C)nc(SCc2csc(N)n2)n1
  -0.1	-0.88	0	0	-1	10	17	-10	0.9	1539	6
Cc1cc(C)cc(OCC(O)CN2CCN(Cc3ccc4c(c3)OCO4)CC2)c1 (stereo not drawn)
  -0.2	-1.4	3	-8	90*	-2	5	0	1	1622	0
COc1ccc(C(NC(=O)c2cccnc2)c2cc(Cl)c3cccnc3c2O)cc1OC (stereo not drawn)
  -9.3	.	1	7	98*	.	15	-4	1.1	1441	-13
O=C(O)c1ccccc1C(=O)N1CCN(c2ccccc2)CC1
  0.0	1.3	2	-6	-5	-24	-20	3	0.9	1474	6
CCN(C(=O)COC(=O)c1cc(-c2ccc(C)o2)nc2ccccc12)C1CCS(=O)(=O)C1 (stereo not drawn)
  0.9	0.81	12	1	2	-3	-11	3	1.2	1647	-16
COc1cccc2c1nc(C)c1cc(C)oc12
  0.7	.	4	11	4	-3	0	4	1	1407	-4
COc1cc([N+](=O)[O-])ccc1NC(=O)CSc1n[nH]c(C(C)C)n1
  -1.2	-1.5	4	5	2	-4	-10	-3	1.1	1398	-10
COc1ccc(C(=O)Nc2oc(-c3ccccc3)c(-c3ccccc3)c2C#N)cc1
  2.6	.	1	-6	86*	.	-2	-5	0.9	1655	9
CCCc1nnc(NC(=O)C2CCCO2)s1 (stereo not drawn)
  0.8	-0.021	3	3	-4	0	-1	2	0.9	1527	7
Cc1ccc(/C=N/N=C2/NC(=O)C(CC(=O)N3CCOCC3)S2)cc1 (stereo not drawn)
  -0.5	.	8	6	-12	-1	-2	4	1.1	1872	-10
COc1ccc(OCc2nnc(SC(C)C(=O)Nc3nccs3)n2-c2ccccc2)cc1 (stereo not drawn)
  0.4	-0.087	0	3	16	11	6	-1	0.9	1571	13

# A stretch from the list above:
# Values in the order: Redox H2O2 prof	ROMK mod	PPARg SRC1 recr	PPARg SRC2 recr	Lmaj promast	S1P3 antagonist	TLR4 MyD88 comp	PPARg SRC3 recr	bIAP act	TR-FRET SRC-2 ct	bIAP inhibitor
COc1cccc2c1nc(C)c1cc(C)oc12
  0.7	.	4	11	4	-3	0	4	1	1407	-4
COc1cc([N+](=O)[O-])ccc1NC(=O)CSc1n[nH]c(C(C)C)n1
  -1.2	-1.5	4	5	2	-4	-10	-3	1.1	1398	-10
COc1ccc(C(=O)Nc2oc(-c3ccccc3)c(-c3ccccc3)c2C#N)cc1
  2.6	.	1	-6	86*	.	-2	-5	0.9	1655	9
CCCc1nnc(NC(=O)C2CCCO2)s1 (stereo not drawn)
  0.8	-0.021	3	3	-4	0	-1	2	0.9	1527	7
Cc1ccc(/C=N/N=C2/NC(=O)C(CC(=O)N3CCOCC3)S2)cc1 (stereo not drawn)
  -0.5	.	8	6	-12	-1	-2	4	1.1	1872	-10
COc1ccc(OCc2nnc(SC(C)C(=O)Nc3nccs3)n2-c2ccccc2)cc1 (stereo not drawn)
  0.4	-0.087	0	3	16	11	6	-1	0.9	1571	13

# Additional entries
# Values in the order: Redox H2O2 prof	ROMK mod	PPARg SRC1 recr	PPARg SRC2 recr	Lmaj promast	S1P3 antagonist	TLR4 MyD88 comp	PPARg SRC3 recr	bIAP act	TR-FRET SRC-2 ct	bIAP inhibitor
Cc1ccc(-c2csc3ncnc(Nc4ccc(N5CCOCC5)cc4)c23)cc1
  2.1	.	8	8	22	.	-3	1	1	1616	1
Cc1ccc(Cn2ccc(NC(=O)c3nn(C)cc3[N+](=O)[O-])n2)cc1
  -0.3	0.76	5	6	-6	-11	6	1	0.6	1566	36
Cn1c(CNC(=O)c2cccs2)nnc1SCC(=O)Nc1ccccc1
  0.1	0.019	-4	1	-7	-12	-12	-1	1	1442	3
O=C(CCN1CCOCC1)N1CCc2c([nH]c3ccccc23)C1c1cccc(Cl)c1 (stereo not drawn)
  -1.0	-0.015	-1	10	7	12	1	1	1.1	1677	-14
O=C(CSCc1cccc(Br)c1)N=Nc1c(O)[nH]c2ccccc12
  2.9	.	2	2	-4	.	-7	5	1	1339	4
COc1ccc(/C=C/C(=O)C2CC2)cc1Cn1nc(C)c([N+](=O)[O-])c1C
  -0.7	1.1	9	7	42	-1	16	5	0.9	1620	10
CC1CN(CCOc2ccccc2[N+](=O)[O-])CC(C)O1 (stereo not drawn)
  -0.7	-0.2	-6	5	9	-13	-1	6	0.9	1747	8
N#CC1=C(N)N=C(SCc2cccc3ccccc23)C(C(N)=O)C12CCCCC2 (stereo not drawn)
  0.4	-0.37	1	7	100*	.	-5	1	0.8	1606	15

# Compound profiles, as listed above.
# Cc1ccc(-c2csc3ncnc(Nc4ccc(N5CCOCC5)cc4)c23)cc1 is entered as Redox H2O2 prof: 2.1; ROMK mod: .; PPARg SRC1 recr: 8; PPARg SRC2 recr: 8; Lmaj promast: 22; S1P3 antagonist: .; TLR4 MyD88 comp: -3; PPARg SRC3 recr: 1; bIAP act: 1; TR-FRET SRC-2 ct: 1616; bIAP inhibitor: 1
# COc1ccc(/C=C/C(=O)C2CC2)cc1Cn1nc(C)c([N+](=O)[O-])c1C is entered as Redox H2O2 prof: -0.7; ROMK mod: 1.1; PPARg SRC1 recr: 9; PPARg SRC2 recr: 7; Lmaj promast: 42; S1P3 antagonist: -1; TLR4 MyD88 comp: 16; PPARg SRC3 recr: 5; bIAP act: 0.9; TR-FRET SRC-2 ct: 1620; bIAP inhibitor: 10
